# S100A4 inh HTS = inhibitors of human S100A4 binding to myosin IIA peptide | inhibition, % at 10.7 µM | P26447 | S100A4/TAMRA-MyoIIA peptide fluorescence polarization | AID 652163 | 360,000 compounds, 0.14% hits;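 active means mean inhibition of at least 70% across replicates, with every replicate also reaching that level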
# Target sequence (P26447 whole entry, looked up): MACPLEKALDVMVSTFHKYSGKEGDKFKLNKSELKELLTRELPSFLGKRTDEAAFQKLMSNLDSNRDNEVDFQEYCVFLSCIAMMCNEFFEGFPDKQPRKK
#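 Test system: S100A4 monomer protein; Medium: HEPES pH 7.2 with CaCl2, KCl, NaCl, DTT, Triton; Probe or stimulus: TAMRA-labelled myosin IIA heavy-chain peptide probe, 5 nM; Doses: one dose per compound; Times: polarization read 5 min after assay mix addition, stable 5–60 min; Benchmarks: neutral control DMSO, positive control TFP.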
# CASP6 VEID inh = caspase-6 (human) enzyme inhibition; inhibition, % at 12.5 µM; 350,000 compounds, 0.53% hits; P55212; purified caspase-6, Z-VEID-R110 cleavage fluorescence;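 active means mean inhibition across replicates at least about 35%, with every replicate also reaching that limit, limit read from the data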;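 further: 0% = median of neutral control wells and 100% = no fluorescence left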
# Target sequence (P55212 24-179 limits assumed): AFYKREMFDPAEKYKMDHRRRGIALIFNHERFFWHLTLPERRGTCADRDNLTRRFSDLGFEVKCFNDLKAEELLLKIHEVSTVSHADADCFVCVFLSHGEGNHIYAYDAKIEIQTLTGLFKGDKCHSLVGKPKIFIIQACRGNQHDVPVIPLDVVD
# Target sequence (P55212 194-293 limits assumed): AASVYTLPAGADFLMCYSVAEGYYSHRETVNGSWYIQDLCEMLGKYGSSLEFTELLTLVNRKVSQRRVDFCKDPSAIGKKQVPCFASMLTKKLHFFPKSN
# esBAF inh = SWI/SNF esBAF complex inhibition; mouse ES cells, Bmi1-luciferase knock-in reporter, 24 h; 100% = twice the neutral-well signal; reporter increase, % at 12.5 µM; 350,000 compounds, 2% hits; in the data active means activation above about 40%;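 further: 0% = median of the plate's neutral control wells and 100% = double that signal; a rise in the Bmi1 reporter signal indicates esBAF inhibition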
# SIRT5 block = inhibitors of human sirtuin-5 desuccinylase; Q9NXA8; Purified SirT5, succinyl-peptide AMC, trypsin-coupled fluorescence; inhibition, % at 15 µM; 330,000 compounds, 1.1% hits; in the data active means inhibition above about 15%
# Target sequence (Q9NXA8 whole entry, looked up): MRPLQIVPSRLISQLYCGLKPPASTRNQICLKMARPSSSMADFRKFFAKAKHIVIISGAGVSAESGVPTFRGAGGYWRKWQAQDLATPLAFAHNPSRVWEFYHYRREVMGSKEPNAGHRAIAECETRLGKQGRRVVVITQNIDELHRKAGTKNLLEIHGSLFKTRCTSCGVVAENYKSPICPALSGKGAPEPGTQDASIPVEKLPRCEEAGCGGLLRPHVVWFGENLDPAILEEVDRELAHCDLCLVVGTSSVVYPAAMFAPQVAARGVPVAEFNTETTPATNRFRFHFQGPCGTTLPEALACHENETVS
# LGR2 antag = inhibitors of bursicon-induced Drosophila LGR2 receptor cAMP signaling; HEK293 LGR2, CRE-luciferase, bursicon-stimulated, 4 h; inhibition, % at 9.99 µM; 380,000 compounds, 0.35% hits; AID 720647;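 active means drop in luminescence signal, shown as inhibition above about 50% in the replicate tests, limit read from the data, passing the limit was not always enough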;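 further: agonist challenge used bursicon conditioned medium at about half maximal strength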
# Statin myotox sup = protects C2C12 myotubes from simvastatin toxicity. rescue of ATP level, % at 7.49 µM. 330,000 compounds, 0.78% hits. AID 602340. ATP luminescence, 48 h; scaled: DMSO 0, geranylgeraniol control 100;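 active means mean ATP rescue above about 67%, or every replicate alone reaching that limit, limit read from the data, passing the limit was not always enough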;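 further: myotubes were challenged with 10 µM simvastatin during compound exposure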
# FN deposition inh = fibronectin deposition inhibition | inhibition, % at 12.6 µM | AH1F fibroblasts, Alexa488-fibronectin deposition fluorescence, overnight | 350,000 compounds, 0.086% hits;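 active means mean inhibition across replicates of 30% or more, regardless of how many single replicates reach that level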;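 further: positive control wells lacked labelled fibronectin entirely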
#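 Schedule: 1 h cell adhesion before compound, then overnight fibronectin incubation; test system: AH1F fibroblast monolayer depositing Alexa488-labelled fibronectin into matrix; quantity: 10000 AH1F cells per well; probe or stimulus: fluorescent fibronectin at 24 nM final; signal: fluorescence, ex 485 nm, em 525 nm; evaluation: percent inhibition as loss of matrix-bound fibronectin fluorescence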
# * hit, by the source's call; . = not tested or not shown. A portion of the library; the hit share may differ from the screen's.
SMILES,S100A4 inh HTS,CASP6 VEID inh,esBAF inh,SIRT5 block,LGR2 antag,Statin myotox sup,FN deposition inh
COc1ccc2nc3cc(Cl)ccc3c(C#N)c2c1,0,7,.,-3,.,.,-2
Cc1cccc(-c2nnc(SCC#N)n2C)c1,3,0,-5,0,6,9,0
CCC(C)n1[nH]c(=O)cc1N (stereo not given),-3,-1,-1,4,-12,5,.
Cc1ccccc1C(=O)NC(=S)N(C)C1CCCCC1,1,-3,-3,4,13,8,.
CCCCNC(=S)NNC(=O)c1ccc2c(c1)OCO2,2,0,.,.,-52,.,8
Cc1cc(=O)oc2cc(OC(C)C(=O)NCCc3ccc(S(N)(=O)=O)cc3)ccc12 (stereo not given),-6,-2,-1,1,12,3,20
CC(=O)c1ccc(OCC(O)CN2CCN(CCO)CC2)cc1 (stereo not given),-2,-10,-1,.,1,-7,-8
CNC(=O)c1sc(N2N=C3/C(=C\c4ccccc4)CCCC3C2c2ccccc2)nc1C (stereo not given),3,-1,-3,-5,-6,-2,3
Cc1ccc(S(=O)(=O)N(C)C[C@@H]2Oc3ccc(NS(=O)(=O)c4c(C)noc4C)cc3CC(=O)N([C@@H](C)CO)C[C@@H]2C)cc1,-7,-3,-1,12,0,-5,.
CCC(=O)N(C)C[C@@H]1Oc2cc(C#CC3(O)CCCC3)ccc2S(=O)(=O)N([C@H](C)CO)C[C@H]1C,2,-4,-2,-3,0,-8,.
O=C(C[C@@H]1CC[C@@H]2[C@H](COC[C@H](O)CN2S(=O)(=O)c2ccccc2)O1)NCCN1CCCC1,48,-2,.,-4,0,.,10
O=C(NCc1ccccc1)C(=O)NCC1OCCN1C(=O)c1cccs1 (stereo not given),29,1,.,0,-14,.,-2
CC(=O)N(C)C[C@H]1Oc2ncc(C#Cc3cccc(F)c3)cc2C(=O)N([C@H](C)CO)C[C@H]1C,-12,6,0,-1,18,-5,0
C[C@H]1CN([C@@H](C)CO)C(=O)c2cccc(NC(=O)Nc3ccc(F)cc3)c2O[C@@H]1CN(C)C(=O)Nc1ccc2c(c1)OCO2,-1,4,-1,7,11,.,.
COc1ccc2nc(N=Nc3ccc(N(C)C)cc3)sc2c1,.,.,-54,.,.,-36,-6
CSc1ccccc1NC(=O)c1ccco1,.,.,7,.,.,-3,13
CC(=O)c1ccc(N(C(=O)c2ccco2)C(C(=O)NC2CCCC2)c2ccc(N3CCOCC3)cc2)cc1 (stereo not given),1,0,6,1,-41,1,-18
O=C(NC1CCCCC1)N1CC(=O)N2[C@H](C1)[C@H](c1ccc(/C=C/c3ccccc3)cc1)[C@@H]2CO,-1,3,.,1,10,.,-11
COc1ccccc1-c1cnc(C(O)c2cccc(CN3CCCCC3)c2)[nH]1 (stereo not given),-4,-1,2,.,-12,-8,-5
COc1cccc2cc(C(=O)NNC(=O)c3ccc(Br)cc3)c(=O)oc12,-1,0,.,-4,-10,.,-9
CC1(C)CC(=O)C2=C(C1)OC(N)=C(C#N)C2C1CC=CCC1 (stereo not given),-2,2,-2,-12,13,27,.
COc1cccc(/C=C2/SC(=S)N(CCCC(=O)Nc3ccc(O)cc3)C2=O)c1,-4,3,.,-3,5,.,4
CC(NC(=O)CN(c1ccc(Br)cc1)S(C)(=O)=O)c1ccccc1 (stereo not given),2,-2,-4,-1,19,5,1
CSc1nc(S(C)(=O)=O)nc2[nH]c(=O)[nH]c12,0,-4,-3,.,-8,7,0
Cn1nc(C(=O)Nc2cccc(S(N)(=O)=O)c2)c2ccccc2c1=O,-2,-4,.,-4,6,.,4
CCCNC(=O)N(C)C[C@H]1Oc2cc(C#CCOC)ccc2S(=O)(=O)N([C@H](C)CO)C[C@@H]1C,-3,3,-1,-2,-1,6,7
Oc1ccccc1CNc1nc2ccccc2n1CCN1CCCCC1,0,0,-3,.,-7,-3,-7
CCOC(=O)c1cc2c(nc1NC(=S)NCc1ccccc1)CCCC2,-5,1,.,2,-51,.,-2
COC(=O)c1sccc1NC(=O)CSc1ccccc1NS(=O)(=O)c1ccc(Br)cc1,.,.,10,.,.,12,-5
Cc1c(C(=O)NCc2cccs2)oc2ccc(S(=O)(=O)N3CCOCC3)cc12,.,.,-1,.,.,-8,4
CCOc1ccc(CCNC(=O)COC(=O)CSc2ccc(C)cc2)cc1OCC,-2,-3,-5,0,2,-6,5
CCOc1ccccc1NC(=O)CN1CCN(Cc2ccccc2)CC1,11,.,.,-4,17,.,7
COc1cccc(C(=O)NNC(=O)C(=O)Nc2ccc(C)cc2)c1,5,.,0,-3,-6,-6,-2
COCCN1CCc2c(C)nc3c(-c4ccc(OC)c(OC)c4)cnn3c21,.,.,37,.,.,-11,-6
CCn1c(O)c(N=NC(=O)CNC(=O)/C=C/c2ccco2)c2ccccc21,4,-1,.,3,-2,.,.
CNC[C@@H]1Oc2ncc(-c3ccc(OC)cc3)cc2C(=O)N([C@H](C)CO)C[C@H]1C,.,.,-1,.,0,12,-22
CC(NC(=O)c1ccc([N+](=O)[O-])cc1Cl)C1CC2CCC1C2 (stereo not given),-2,1,11,0,7,14,0
NC(=O)NC(Cc1ccccc1)C(=O)NCCCSc1ccccc1 (stereo not given),10,0,1,-2,-14,-1,13
Cc1ccc(CNC(=O)Cn2cc(C(F)(F)F)ccc2=O)cc1,2,0,.,-1,-19,.,-2
O=C(Nc1nccs1)C1CCN(S(=O)(=O)c2cccs2)CC1,-8,-5,0,-10,9,6,2
C#CCNC(=O)c1cc(-c2ccccc2)sc1N,1,3,.,2,5,.,-1
CCC(=NN=C(CC)c1ccccc1O)c1ccccc1O,0,-4,-1,0,-4,-2,11
CCC(CO)Oc1cc(NCc2ccccc2C)c2ncn(C(C)C)c2c1 (stereo not given),-1,8,-4,.,14,-10,-2
CC12CCCCC1C(C(N)=O)C(=O)O2 (stereo not given),-1,1,.,.,44,.,18
Cc1ccc([N+](=O)[O-])c(OCCCN2CCCCCC2)c1,3,-52,.,-2,9,.,0
OC1CCCN(CC(O)c2ccccc2)C1 (stereo not given),0,0,-4,-1,22,5,-2
CCN=C1NC(c2ccc(F)cc2)C(C(=O)OC)=C(C)N1Cc1cccc(C(F)(F)F)c1 (stereo not given),-11,4,.,2,5,.,4
C[C@H](CO)N1C[C@H](C)[C@H](CN(C)C(=O)Cc2ccccc2)OCCCC[C@H](C)Oc2ccc(NS(C)(=O)=O)cc2C1=O,4,-1,20,4,21,-14,7

# Ordered by count of non-hydrogen atoms (lowest first): part of the list above.
SMILES,S100A4 inh HTS,CASP6 VEID inh,esBAF inh,SIRT5 block,LGR2 antag,Statin myotox sup,FN deposition inh
OC1CCCN(CC(O)c2ccccc2)C1 (stereo not given),0,0,-4,-1,22,5,-2
NC(=O)NC(Cc1ccccc1)C(=O)NCCCSc1ccccc1 (stereo not given),10,0,1,-2,-14,-1,13
C[C@H](CO)N1C[C@H](C)[C@H](CN(C)C(=O)Cc2ccccc2)OCCCC[C@H](C)Oc2ccc(NS(C)(=O)=O)cc2C1=O,4,-1,20,4,21,-14,7

# New compounds follow:
SMILES,S100A4 inh HTS,CASP6 VEID inh,esBAF inh,SIRT5 block,LGR2 antag,Statin myotox sup,FN deposition inh
CCOC(=O)c1sc2nc(C)c([N+](=O)[O-])c(COC)c2c1N,1,-7,-1,-2,8,-13,1
O=C(Nc1ccccc1)c1cc(C2CCCN(C(=O)c3ccc4c(c3)CCO4)C2)on1 (stereo not given),-3,3,11,-3,-17,10,8
CCOC(=O)C1CCN(C(=O)COC(=O)c2ccccc2C(=O)c2ccc(Cl)cc2)CC1,-3,6,-7,-2,24,-4,-1
CNC(=O)C[C@@H]1CC[C@H]2[C@H](COc3ccc(NC(=O)c4cccs4)cc3C(=O)N2C)O1,.,.,0,.,10,-28,-10
S=c1[nH]nc(COc2ccccc2)n1/N=C/c1ccc(Br)s1,.,.,-2,.,.,2,2
Oc1ccccc1CN1CCC(C(O)(c2ccccc2)c2ccccc2)CC1,-3,-4,.,1,10,.,-9
CCOC(=O)C1=C(C)N=c2s/c(=C\c3ccc(OC(C)=O)cc3)c(=O)n2C1/C=C/c1ccccc1 (stereo not given),-6,3,.,3,-9,.,0
O=C(Nc1ccc(N2CCOCC2)c(Cl)c1)c1cccnc1Cl,.,.,15,.,-11,-26,.
CCOP(=O)(OCC)C(NC(=O)/C=C/c1ccc(OC)cc1)c1ccccc1 (stereo not given),-4,4,.,-1,13,.,-8
O=c1cc(-c2ccccc2Cl)oc2c(NS(=O)(=O)c3ccccc3OC(F)(F)F)ccc(O)c12,-1,1,.,.,3,.,5
CCOC(=O)/C=C1\SCC(=O)N1Cc1ccc(Br)cc1,.,.,15,.,.,4,-3
CN1c2ccc(Br)cc2[C@@H]2[C@@H](CCN2C(=O)Cc2ccccc2)[C@@H]1CO,-7,-1,2,0,-2,26,-5
NC(=O)c1ccc(S(=O)(=O)N2CCSCC2)cc1,2,-10,-3,-1,3,5,-5
Cc1cccc(NC(=O)CCc2c(C)nn(-c3ccc(N4CCOCC4)nn3)c2C)c1,2,-2,30,-4,-15,-12,8
CCOC(=O)C1=NN(C(=O)COc2ccccc2)C(O)(c2ccc(Cl)cc2)C1 (stereo not given),6,3,.,-4,4,.,5
S=c1[nH]nc(Nc2ccc(Cl)cc2)s1,-1,0,.,1,-4,.,-7
O=C(CNC(=O)N1CC(=O)Nc2ccccc21)NCc1ccccc1Cl,-3,1,1,-4,10,3,1
Cc1cccc(C(=O)N(C(=O)c2cccc(C)c2)N(C)C)c1,8,1,-9,-5,10,-1,-7
O=C(Nc1ccccc1Cl)N1CCN(C/C=C/c2ccccc2)CC1,-2,-2,.,-2,-16,.,5
CO[C@@H]1CN(C)C(=O)c2ccc(NS(=O)(=O)CC(F)(F)F)cc2OC[C@H](C)N(C)C[C@@H]1C,3,-1,0,-3,5,2,24
C/C=C/c1ccc([C@@H]2[C@@H](CO)N(C(=O)CC)[C@H]2CNC(=O)C2CC2)cc1,-4,-2,1,1,9,-5,-3
COc1ccccc1CN1C(=O)[C@H]2Cc3c([nH]c4ccccc34)C(C)(C)N2C1=O,-3,-4,1,-2,.,7,16
C[C@@H]1CCCCO[C@@H](CN(C)Cc2ccncc2)[C@@H](C)CN([C@H](C)CO)C(=O)c2cc(NC(=O)Cc3ccccc3)ccc2O1,4,4,-7,5,5,-11,3
Cc1[nH]c(C)c(S(=O)(=O)N2CCN(c3cccc(Cl)c3)CC2)c1C(=O)N1CCCCC1,-15,-1,-2,-4,22,17,-28
O=C(C[C@H]1C=C[C@H](NC(=O)CCN2CCCCC2)[C@H](CO)O1)Nc1nccs1,131*,-1,-1,2,-6,13,1
COCCCn1c(SC(C)C(=O)Nc2c(C)n(C)n(-c3ccccc3)c2=O)n[nH]c1=O (stereo not given),0,1,.,-4,-6,.,.
O=C(NCc1ccc(-c2nc3ccccc3s2)cc1)c1ccc(Br)o1,-4,4,.,7,.,.,-9
O=C(CN1C(=O)c2ccccc2S1(=O)=O)NCCc1ccccc1,3,0,-5,-3,0,45,-1

# 5 compounds picked at random from those above, as already listed:
SMILES,S100A4 inh HTS,CASP6 VEID inh,esBAF inh,SIRT5 block,LGR2 antag,Statin myotox sup,FN deposition inh
CC(NC(=O)c1ccc([N+](=O)[O-])cc1Cl)C1CC2CCC1C2 (stereo not given),-2,1,11,0,7,14,0
COCCCn1c(SC(C)C(=O)Nc2c(C)n(C)n(-c3ccccc3)c2=O)n[nH]c1=O (stereo not given),0,1,.,-4,-6,.,.
CCC(=O)N(C)C[C@@H]1Oc2cc(C#CC3(O)CCCC3)ccc2S(=O)(=O)N([C@H](C)CO)C[C@H]1C,2,-4,-2,-3,0,-8,.
Cc1cc(=O)oc2cc(OC(C)C(=O)NCCc3ccc(S(N)(=O)=O)cc3)ccc12 (stereo not given),-6,-2,-1,1,12,3,20
CSc1ccccc1NC(=O)c1ccco1,.,.,7,.,.,-3,13

# Compound activity deposited in PubChem by Broad Institute.
